RBBP9 inh: human RBBP9 hydrolase inhibition; O75884; inhibition, % at 7.94 µM; recombinant RBBP9, FP-Rh probe fluorescence polarization; 220,000 compounds, 0.2% hits;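 active = inhibition above the campaign mean of all tested compounds plus 3 SD, cut at about 14% in these data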;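 also: plate controls were DMSO wells with RBBP9 for no effect and wells lacking RBBP9 protein for full effect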
Target sequence (O75884 whole entry, looked up): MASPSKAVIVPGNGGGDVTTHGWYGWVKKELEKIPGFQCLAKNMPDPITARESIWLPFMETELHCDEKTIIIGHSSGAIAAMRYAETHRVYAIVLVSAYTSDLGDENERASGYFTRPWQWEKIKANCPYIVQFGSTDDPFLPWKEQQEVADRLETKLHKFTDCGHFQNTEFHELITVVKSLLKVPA
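Test system: recombinant human RBBP9; Timing: 30 min then 45 min, 25 °C; Detection: fluorescence polarization; Control set: RBBP9 with DMSO as uninhibited control, no-protein wells as full inhibition; Compound dosing: one concentration, 7.94 µM nominal, 0.794% DMSO; Probe or stimulus: FP-Rh activity-based probe, 375 nM before mixing.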
TNF death inh: inhibitors of TNF-alpha induced necroptosis in Jurkat FADD-/- cells | Jurkat FADD-/- TNF necroptosis rescue, ATP luminescence, 24 h; 0 = TNF only, 100 = no-TNF cells | activation (protection from cell death), % at 10 µM | 220,000 compounds, 0.068% hits;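 active = activation, meaning protection from cell death, of at least 50% relative to plate controls; inactive = activation below 50%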;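 also: necroptosis triggered by 40 ng/mL TNF-alpha added together with compound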
PGE2 EP2 inh: blocks the human prostaglandin E2 receptor EP2; C6 glioma cells expressing human EP2, cAMP TR-FRET; cells stimulated with saturating PGE2; inhibition, % at 25 µM; 260,000 compounds, 0.52% hits; AID 1422;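 active = percent inhibition above 40 after rounding to a whole number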;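 also: rat C6 glioma host cells with rolipram phosphodiesterase inhibitor present; the protocol text gives 20 µM as final concentration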
Runt-CBFb FRET: inhibitors of human RUNX1 Runt domain binding to CBFb. Q01196+Q13951. Cerulean-Runt/Venus-CBFb FRET ratio 530/480, 1 h. 220,000 compounds, 0.46% hits. inhibition, % at 20 µM. AID 1496;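 active = inhibition over about 50% at 20 µM in the single-dose screen, limit read from the data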;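 also: 0% = DMSO wells and 100% = excess unlabeled CBFb competitor control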
Target sequence (Q01196 whole entry, looked up, the tested form may be a part): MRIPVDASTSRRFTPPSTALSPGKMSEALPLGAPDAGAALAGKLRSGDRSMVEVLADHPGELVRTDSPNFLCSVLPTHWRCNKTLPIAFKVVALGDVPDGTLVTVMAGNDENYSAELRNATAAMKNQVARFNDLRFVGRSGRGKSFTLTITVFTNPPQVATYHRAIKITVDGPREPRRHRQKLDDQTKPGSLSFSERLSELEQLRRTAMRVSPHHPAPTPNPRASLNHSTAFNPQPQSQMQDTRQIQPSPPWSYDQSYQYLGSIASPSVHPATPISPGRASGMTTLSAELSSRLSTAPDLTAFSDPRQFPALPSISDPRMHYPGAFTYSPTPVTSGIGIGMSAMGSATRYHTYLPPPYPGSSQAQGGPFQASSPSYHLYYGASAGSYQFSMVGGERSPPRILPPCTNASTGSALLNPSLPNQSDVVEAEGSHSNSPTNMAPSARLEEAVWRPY
Target sequence (Q13951 whole entry, looked up, the tested form may be a part): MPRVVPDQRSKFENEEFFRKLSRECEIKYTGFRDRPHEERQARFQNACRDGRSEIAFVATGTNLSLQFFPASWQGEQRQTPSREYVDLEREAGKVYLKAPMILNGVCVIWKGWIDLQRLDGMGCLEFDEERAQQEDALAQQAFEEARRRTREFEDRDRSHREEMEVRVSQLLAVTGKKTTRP
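Schedule: protein complex preformed 1 h, compound exposure 1 h, room temperature, dark; test system: Cerulean-labeled Runt domain protein; amount: 100 nM per protein; buffer or medium: Tris 50 mM pH 7.5, KCl, K2SO4, 0.01% BSA; read-out: loss of energy transfer signal; detection: FRET fluorescence; controls: 5 µM unlabeled CBFb as full-inhibition high control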
Hck Nef HTS: human Hck-Nef kinase inhibition | inhibition, % at 20 µM | 220,000 compounds, 0.68% hits | Recombinant Hck-YEEI plus Nef, Z-Lyte FRET kinase assay;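 active = Hck-Nef kinase inhibition above about 50%, limit read from the data; inactive = inhibition below that limit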;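 also: 0% = DMSO with Hck plus Nef and 100% = Hck alone without Nef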
L929 necroptosis: blocks zVAD induced death of L929 cells. L929 zVAD necroptosis rescue, ATP luminescence, 24 h; with zVAD 60 µM. viability rescue, % at 10 µM. 220,000 compounds, 0.38% hits. AID 1377;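 active = activation, scaled between plate controls, above about 75%, limit read from the data; inactive = activation under that limit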;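 also: 0% = zVAD with DMSO and 100% = DMSO alone without zVAD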
Runt-SMMHC FRET: blocks binding of human RUNX1 Runt domain to CBFb-SMMHC | inhibition, % at 20 µM | Cerulean-Runt/Venus-CBFb-SMMHC FRET ratio 530/480, 1 h | 220,000 compounds, 0.74% hits | AID 1434 | Q01196+Q13951;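 active = mean inhibition across duplicate retests at 20 µM reaching about 50%, limit read from the data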;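 also: 0% = DMSO wells and 100% = wells with excess untagged CBFb-SMMHC; inhibitors lower the FRET ratio by blocking Runt binding to CBFb-SMMHC; some results filed as inactive read as strong as hits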
EP2 modulator: EP2 receptor (human) modulation | P43116 | EP2-expressing cells, cAMP HTRF FRET, PGE2 co-stimulation | induction, % at 25 µM | 260,000 compounds, 0.83% hits | AID 940;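 active = compounds whose cAMP rise, as percent of the full-agonist control response, exceeds 60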;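 also: rat C6 glioma line stably carrying human EP2 under a CMV promoter; the protocol text gives 20 µM as final concentration; 100% = response of wells given 1 µM PGE2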
PERK inh: inhibitors of human PERK kinase. Q9NZJ5. CHO PERK-DD fusion, SEAP luminescence translation reporter. inhibition, % at 5.6 µM. 220,000 compounds, 0.17% hits. AID 1416;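 active = inhibition above the mean inhibition of all tested compounds plus 3 SD, set separately per screening campaign, cut at about 2.9% in these data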;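 also: PERK kinase domain activated by AP20187 dimerizer at 100 nM; 0% = DMSO with dimerizer and 100% = rapamycin at 8.4 µM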
An asterisk follows results filed as active; nt = no result given; & = joins results of further samples.

Structure	TNF death inh	EP2 modulator	Hck Nef HTS	RBBP9 inh	PGE2 EP2 inh	PERK inh	Runt-CBFb FRET	L929 necroptosis	Runt-SMMHC FRET
Cc1ccc2c(c1)c(=O)c1c3n2CCN(CC#N)C3CC1 (stereo not drawn)	-0.5	34.1	17.7	2.9	8.8	0.5	-2.4	2.2	0.3
COc1cccc(C(=O)C2CCCN(Cc3cnn(C(C)C)c3)C2)c1 (stereo not drawn)	1.7	1.9	9.3	6.8	2.7	0.8	-0.1	0.3	-0.5
Cc1nc2ccccc2c(=O)n1-c1ccncc1	1.8	23.0	1.1	-2.8	6.3	2.4	4.6	-0.5	-5.5
COc1ccc(CN2C(=O)NC(=O)/C(=C/c3cc(OC)c(OC)c(OC)c3)C2=O)cc1	1.8	-32.0	20.6	-2.3	8.5	-0.2	5.8	1.1	9.8
CC(=Nc1ccc2c(c1)CCC2)c1c(O)n(C2CCCCC2)c(=O)[nH]c1=O	0.3	16.7	-0.7	-2.1	3.0	-0.4	-0.2	-0.1	4.7
CCN(CCO)c1ccc(N=Cc2c(O)n(C)c(=S)[nH]c2=O)cc1	-6.1	-43.1	-17.5	7.0	12.2	-2.2	-47.9	0.0	-218.6
CN1OC[C@@H]2COc3ccc4ccccc4c3[C@@H]21	0.5	5.7	14.8	-3.9	2.1	0.4	0.9	-1.8	4.1
COc1cc(-n2c(=S)[nH]c3ccc(C)cc3c2=O)c(Cl)cc1Cl	-4.2	-9.7	-0.2	-1.0	6.8	1.0	-0.3	0.2	-3.3
COCCCN1Cc2ccccc2C1=N	-1.3	6.9	-1.4	-6.4	8.4	-0.5	-1.4	-0.4	-2.8
Cc1nccn1Cc1ccc(Cl)nc1	-0.1	-0.5	26.1	-1.7	6.3	0.3	-1.2	-0.3	-3.5
CC1(C)C2([N+](=O)[O-])CN3CN(C2)CC1([N+](=O)[O-])C3	-0.1	12.7	20.2	-9.3	6.9	-1.0	1.1	7.0	-1.6
CC(C)(C)NS(=O)(=O)c1ccc(OCC(=O)N2CCN(Cc3ccccc3)CC2)cc1	-1.7	-19.1&-43.4	26.9	-4.7	12.3&1.0	0.1	-1.4	-0.3	-0.3
CCNc1cc(N2CCNCC2)ccc1[N+](=O)[O-]	-0.5	3.7	19.3	-3.7	7.1	0.2	-2.7	65.4	-7.3
O=P(O)(O)Cc1c(Cl)cccc1Cl	1.2	25.1	1.9	-3.6	4.4	1.3	-0.3	nt	-3.0
CC(=O)Nc1ccccc1C(=O)OCC(=O)c1ccccc1Cl	0.6	-41.7	2.0	-6.7	2.5	0.6	-4.2	0.3	5.8
CC(NC1=NCCS1)c1ccccc1 (stereo not drawn)	1.5	3.7	19.9	-3.8	4.9	2.1	-0.5	0.8	4.2
CCOC(=O)c1ccc(NC(=O)c2c(O)[nH]c(=O)[nH]c2=O)cc1	1.0	20.4	-0.4	-4.3	nt	1.5	-273.5	0.0	-28.6
O=[N+]([O-])c1ccc(N2CCCCC2)c2ncccc12	-1.3	2.4	4.1	9.0	2.2	0.2	4.9	6.8	-3.9
O=C1CN(C(=O)COC(=O)Cc2ccccc2)c2ccccc2N1	1.7	-21.2	22.0	-1.6	2.2	1.2	0.0	0.7	1.2
CN(C)C(=O)Oc1cccc(NC(=O)N2CCOCC2)c1	-0.6	36.7	4.3	-4.1	-1.5	0.9	0.5	-1.2	-5.3
CCCCCCOc1ccc(CN2CCN(C)CC2)cc1	0.0	0.1	-1.1	-8.2	8.3	-0.3	0.1	4.5	3.3
Cc1ccc(CCN2CC(C(=O)N3CCC4(CC3)OCCO4)CC2=O)cc1 (stereo not drawn)	0.1	12.9	0.2	1.6	12.5	-0.1	2.5	0.0	-1.9
Clc1ccc2c(c1)C(c1ccccc1Cl)=NCc1nnc(Br)n1-2	-2.7	22.1	8.5	-5.6	9.9	-0.2	-0.6	0.3	3.5
Cc1nc2ccc(N3CCN(C)CC3)cc2nc1C	0.2	-1.0	11.1	-3.0	3.5	0.7	-114.6	1.4	28.4
C=CCc1cc(C=C2C(=O)N(C)C(=O)N(C)C2=O)cc(OCC)c1OCc1ccccc1	-1.4	88.3*	0.5	-12.6	5.0	-0.1	-5.1	0.2	-8.3

The final 3 compounds of the section above are carried over, then new ones follow:
Structure	TNF death inh	EP2 modulator	Hck Nef HTS	RBBP9 inh	PGE2 EP2 inh	PERK inh	Runt-CBFb FRET	L929 necroptosis	Runt-SMMHC FRET
Clc1ccc2c(c1)C(c1ccccc1Cl)=NCc1nnc(Br)n1-2	-2.7	22.1	8.5	-5.6	9.9	-0.2	-0.6	0.3	3.5
Cc1nc2ccc(N3CCN(C)CC3)cc2nc1C	0.2	-1.0	11.1	-3.0	3.5	0.7	-114.6	1.4	28.4
C=CCc1cc(C=C2C(=O)N(C)C(=O)N(C)C2=O)cc(OCC)c1OCc1ccccc1	-1.4	88.3*	0.5	-12.6	5.0	-0.1	-5.1	0.2	-8.3
Cc1cccc(-n2c(=S)[nH]c3ccccc3c2=O)n1	0.6	14.5	11.1	-3.8	2.7	1.9	-0.6	0.9	-1.0
O=c1cccc2n1CC1CC2CN(Cc2c(Cl)cccc2Cl)C1 (stereo not drawn)	1.1	33.8	-2.9	-5.1	4.2	0.1	-1.1	-0.2	-1.4
CCOP(=S)(OCC)c1ccc(N(C)C)cc1	-1.7	7.7	1.3	-4.0	4.6	0.6	-1.0	-0.1	-0.1
CC1C(c2cccs2)=[N+]([O-])C(C)(C(=O)c2ccc(Cl)cc2)N1O (stereo not drawn)	-0.9	nt	-1.7	2.3	nt	1.2	nt	-0.3	nt
CCOc1ccc(-c2cc(C)[n+](CCO)c(-c3ccc(OCC)cc3)c2)cc1	-1.1	-11.0	-9.3	-10.9	7.3	2.7	-1.2	0.7	-2.2
COc1cccc(-n2c(-c3ccoc3)nc3ccccc3c2=O)c1	-2.4	5.0	-0.5	-7.0	10.0	-1.4	2.8	2.2	3.3
Cc1nc2cc(F)ccc2n1C1CCN(Cc2nnnn2CCc2ccccc2)CC1	0.0	-15.0&-35.0	2.8	-3.2	7.9&5.4	-1.1	1.4	1.0	-1.0
c1ccc(C(OCCN2CCNCC2)c2ccccc2)cc1	-0.6	21.9	2.0	-3.8	5.3	0.5	1.4	0.1	-1.3
O=C(c1cccnc1)c1cc2ccccc2[nH]1	1.0	-10.5	0.4	0.2	3.5	0.5	-3.3	1.2	-1.1
Cc1ccc(N2C(=O)NC(=O)/C(=C\C=C\c3ccco3)C2=O)cc1C	-5.2	-94.8	68.3*	-6.7	87.9*	1.3	6.8	0.1	-35.9
CCCCCc1cc(O)c2c3c(c(=O)oc2c1)CN(C)CC3	5.2	-71.8	25.1	-5.3	12.8	0.7	-40.8	0.8	-91.5
Cc1cc(NC(=O)C(Cl)(Cl)Cl)no1	4.4	10.7	-5.5	1.3	10.0	2.1	1.5	0.8	-2.9
CN1CCCC(C(O)(c2ccccc2)c2ccccc2)C1 (stereo not drawn)	3.0	-13.3	6.7	13.1	3.8	1.3	-1.6	0.5	-3.3
CCOC(=O)c1nc2ccccc2c(=O)n1-c1ccc(C)cc1	-0.5	20.5	0.0	2.3	13.8	-0.3	2.1	0.2	-2.8
CC1CCCN(C(=O)CCl)C1 (stereo not drawn)	2.0	25.3	3.9	-9.2	5.8	0.7	0.0	-0.2	-1.3
CC(=O)OC1C2CCC1C(N1CCCC1)CC2 (stereo not drawn)	-0.8	-14.9	-0.4	2.1	16.1	-0.6	1.7	-0.1	-0.1
COc1ccc(NC(=O)N2CCC3(CC2)OCCO3)cc1	-0.5	19.6	-1.7	-1.0	3.6	0.0	1.6	0.3	-2.1
CC(C)N1CCN(Cc2ccccc2C(F)(F)F)CC1CCO (stereo not drawn)	-0.1	-17.2	13.6	-3.1	2.9	-0.3	nt	-0.4	nt
O=C1NC(=O)N(c2ccccc2)C(=O)/C1=C/c1ccc([N+](=O)[O-])s1	-4.2	-36.1	20.3	-5.1	0.7	0.1	13.0	-0.1	-7.4
CCOP(=O)(OCC)C(NC(=O)c1ccc(Cl)cc1)=C(Cl)Cl	-4.5	-3.9	1.0	-4.3	8.7	0.8	0.0	-0.1	-3.2
N#Cc1cc2c(nc1SCC(=O)Nc1cc(Cl)ccc1Cl)C1CCN2CC1	2.0	39.8	8.3	-9.6	1.7	-1.8	2.1	-1.1	11.3
O=c1[nH]c(=O)n(Cc2ccco2)c(O)c1C=NCCN1CCOCC1	-0.5	8.8	1.7	-3.6	4.8	1.1	1.2	0.7	-4.1
CN1CCN(c2cn[nH]c(=O)c2Cl)CC1	-1.3	26.3	24.5	3.2	8.3	0.6	1.0	0.8	-0.1
O=[N+]([O-])c1cc(F)c(N2CCCCC2)cc1Br	-0.3	-3.6	25.9	0.4	5.0	0.5	5.7	0.6	-4.7
Clc1cccc(C2NCc3ccccc3-n3cccc32)c1 (stereo not drawn)	3.4	69.3*	6.6	-14.5	4.5	-2.2	2.7	-0.1	-0.7

Additional results.
Structure	TNF death inh	EP2 modulator	Hck Nef HTS	RBBP9 inh	PGE2 EP2 inh	PERK inh	Runt-CBFb FRET	L929 necroptosis	Runt-SMMHC FRET
Cc1ccc(-n2c(O)c(C=N)c(=O)n(-c3ccc(C)cc3)c2=O)cc1	-10.1	-22.9	4.8	-5.8	12.0	-0.1	0.0	0.8	-4.1
Cc1nn(Cc2ccccc2)c(C)c1C(=O)OCC(=O)NCc1ccco1	-0.4	26.1	3.2	-6.9	14.5	-0.7	2.4	-0.7	-2.3
CN1CCN(c2ccc([N+](=O)[O-])c3cccnc23)CC1	-0.3	-38.2	0.6	-3.1	nt	-0.1	-1.5	-0.1	-2.5
CC(C)c1ccc(N2C(=O)NC(=O)/C(=C\c3cnc(-c4ccccc4)nc3)C2=O)cc1	-2.8	-5.2	6.5	-2.8	9.1	1.5	-0.3	-0.2	0.0
CCN1CCN(C(=O)COc2ccc3c(c2)C(=O)CC2(CCN(C(C)=O)CC2)O3)CC1	1.2	41.7	1.1	-3.1	3.6	0.2	3.5	-0.1	-6.0
S=C1NCCN1	0.0	13.7	-1.0	-0.7	12.2	0.9	-1.1	3.3	2.3
O=C1C2CCCN2C(c2ccccc2)N1c1ccccn1 (stereo not drawn)	-0.7	22.9	-1.3	-0.9	6.8	0.1	-1.9	-1.1	1.6
Nc1ccc(S(=O)(=O)N2CCCCC2c2cccnc2)cc1 (stereo not drawn)	1.9	14.8	1.9	-0.2	9.2	0.1	0.4	-1.0	-1.0

Not all compounds are listed, so the mix of outcomes need not match the whole.
